High-throughput results deposited in PubChem BioAssay by The Scripps Research Institute Molecular Screening Center.
HGIII-sPLA2 inh – Blocks human group III sPLA2 activity. QFRET BODIPY PC-A2 liposome hydrolysis, fluorescence. actives 0.56% (n = 370,000). Q9NZ20. inhibition, % at 12.2 µM;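 active means inhibition above mean plus 3 SD of compounds lying within the high and low control bounds, cut at about 19% in these data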;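 further: 0% = median of test compound wells and 100% = no enzyme DMSO wells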
PLCg1 inh – inhibitors of human phospholipase C gamma1; inhibition, % at 12.2 µM; purified PLC-gamma1, fluorogenic substrate, fluorescence; P19174; actives 0.84% (n = 370,000); in the data active means inhibition above about 9.5%
hgDAF-12 ag – agonists of H. glycines DAF-12 nuclear receptor. HEK293 GAL4-hgDAF12 UAS-luciferase reporter, agonist luminescence; normalized to butyrate control. activation, % at 6.8 µM. actives 1.8% (n = 370,000);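 active means activation above a cutoff set at the mean of all screened compounds plus 3 SD, cut at about 10% in these data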;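 further: 0% = DMSO wells and 100% = sodium butyrate wells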
DAX1 inh-1 – NR0B1 (DAX1) inhibition; HEK293 Gal4-DAX1 luciferase reporter, luminescence; AID 504766; P51843; inhibition, % at 6.75 µM; actives 0.99% (n = 340,000);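 active means inhibition above the mean over all tested compounds plus 3 SD, cut at about 4.2% in these data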;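 further: 0% = DAX1-transfected cells with DMSO and 100% = empty-vector control cells with DMSO; inhibition shows as a rise in luminescence from relieved DAX1 repression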
ADAM10 inh – ADAM10 inhibition, QFRET primary screen | O14672 | recombinant ADAM10, EDANS/DABCYL FRET peptide cleavage, 3 h | inhibition, % at 7 µM | actives 0.62% (n = 370,000);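 active means inhibition above a per-campaign cutoff equal to the mean of compounds falling between control-based bounds plus 3 SD, cut at about 20% in these data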;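 further: 0% = DMSO wells while the 100% control is not disclosed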
Target sequence (O14672 214-748 limits assumed): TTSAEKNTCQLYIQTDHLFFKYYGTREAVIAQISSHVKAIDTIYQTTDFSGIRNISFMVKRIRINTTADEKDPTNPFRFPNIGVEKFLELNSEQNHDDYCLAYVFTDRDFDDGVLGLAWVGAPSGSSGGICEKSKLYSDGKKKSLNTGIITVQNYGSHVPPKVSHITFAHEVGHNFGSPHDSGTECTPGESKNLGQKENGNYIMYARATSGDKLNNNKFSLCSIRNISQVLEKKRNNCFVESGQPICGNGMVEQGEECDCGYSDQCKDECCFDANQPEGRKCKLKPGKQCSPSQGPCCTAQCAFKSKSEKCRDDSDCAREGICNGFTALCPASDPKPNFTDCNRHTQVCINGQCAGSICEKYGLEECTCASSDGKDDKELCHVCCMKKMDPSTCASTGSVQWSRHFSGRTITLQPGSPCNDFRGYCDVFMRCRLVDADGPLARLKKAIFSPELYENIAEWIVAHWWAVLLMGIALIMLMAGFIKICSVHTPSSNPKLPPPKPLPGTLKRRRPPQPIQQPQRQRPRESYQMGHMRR
hcDAF-12 act – activators of H. contortus DAF-12 nuclear receptor; HEK293 hcDAF-12 lit1-tk-luc reporter, luminescence; 0% DMSO, 100% Δ7-dafachronic acid; activation, % at 6.8 µM; actives 1.4% (n = 370,000); AID 652067;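 active means activation above the mean of all tested compounds plus 3 SD, cut at about 5.5% in these data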;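 further: 100% = response to 3 µM Δ7-dafachronic acid high control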
PLC-beta3 inh – PLC-beta3 (human) inhibition, primary screen | Purified PLC-beta3, fluorogenic substrate, fluorescence | inhibition, % at 12.2 µM | actives 0.18% (n = 370,000) | AID 720704; in the data active means inhibition above about 11%;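 further: 0% = median of compound wells on plate and 100% = full blocker control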
ADAM17 inh – inhibitors of human ADAM17; P78536; recombinant ADAM17, EDANS/DABCYL FRET peptide cleavage; inhibition, % at 6.95 µM; actives 0.83% (n = 370,000); AID 720648;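 active means inhibition above the mean of compounds lying between control limits plus 3 SD, set per campaign, cut at about 8.5% in these data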;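 further: 0% = DMSO-only wells as the low control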
Target sequence (P78536 215-824 limits assumed): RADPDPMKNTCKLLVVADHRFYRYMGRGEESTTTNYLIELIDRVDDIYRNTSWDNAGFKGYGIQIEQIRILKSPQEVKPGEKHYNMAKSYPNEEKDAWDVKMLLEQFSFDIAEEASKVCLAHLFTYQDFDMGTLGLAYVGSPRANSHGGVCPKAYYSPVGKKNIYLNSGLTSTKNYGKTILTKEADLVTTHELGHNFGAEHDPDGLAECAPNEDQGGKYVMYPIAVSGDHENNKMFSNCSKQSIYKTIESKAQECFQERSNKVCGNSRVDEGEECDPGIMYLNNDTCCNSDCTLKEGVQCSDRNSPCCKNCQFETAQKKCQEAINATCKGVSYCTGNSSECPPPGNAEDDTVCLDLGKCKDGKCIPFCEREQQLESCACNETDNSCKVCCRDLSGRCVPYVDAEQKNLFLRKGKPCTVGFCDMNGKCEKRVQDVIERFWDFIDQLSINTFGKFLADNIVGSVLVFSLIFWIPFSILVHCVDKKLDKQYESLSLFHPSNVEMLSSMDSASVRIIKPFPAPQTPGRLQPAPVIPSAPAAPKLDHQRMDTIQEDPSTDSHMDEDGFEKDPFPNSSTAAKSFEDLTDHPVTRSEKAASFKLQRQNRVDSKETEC
FXN GAA850 act – frataxin GAA850 promoter activation; actives 0.56% (n = 360,000); AID 540364; activation, % at 6 µM; HEK293 lucGAA850 FXN promoter luciferase reporter, 24 h; percent of 10 µM SAHA response;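 active means activation above the average of all compounds screened plus 3 SD, cutoff fixed separately per campaign, cut at about 7.5% in these data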;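 further: 0% = DMSO wells and 100% = 10 µM SAHA wells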
DAX1 inh-2 – inhibitors of DAX1 repression of SF-1 activated StAR promoter; inhibition, % at 6.8 µM; actives 1.1% (n = 370,000); HEK293T StAR-luciferase reporter, SF-1/DAX-1 repression relief; AID 652010;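 active means inhibition above the mean over all tested compounds plus 3 SD, cut at about 3.6% in these data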;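 further: 0% = DAX-1 cells with DMSO and 100% = cells lacking DAX-1 with DMSO; higher inhibition means more luminescence from relief of DAX-1 repression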
ssDAF12 agonist – activates DAF-12 receptor from parasite S. stercoralis. actives 1% (n = 370,000). HEK293 ssDAF-12/GRIP1 lit1-tk-luc reporter, luminescence; % of 3 µM dafachronic acid response. AID 652126. activation, % at 6.8 µM;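 active means activation above the mean over all tested compounds plus 3 SD, cut at about 0.9% in these data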;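 further: 0% = DMSO-only wells and 100% = 3 µM delta7-dafachronic acid wells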
Numbers without * were called inactive; i = inactive; . = not tested or not shown.

1: O=C(NCc1ccccc1Cl)[C@H]1CCCN1C(=O)[C@H]1CCCN1C(=O)c1ccc(Cl)cc1
2: O=C(NCc1ccccc1)[C@@H]1CSC2c3ccccc3C(=O)N21 (some centres not stated)
3: Cc1cc(NC(=O)CN2C(=O)N(C)C3(CCCCC3)C2=O)ccc1Br
4: CSc1ccc(C2(O)Cc3cccc[n+]3C2c2ccccc2)cc1 (configuration not stated)
5: COc1cc(/C=C/C(=O)c2ccc(O)cc2)ccc1OCC#N
6: Cc1ccc(S(=O)(=O)c2c(N)n(Cc3ccco3)c3nc4ccccc4nc23)cc1
7: O=C(Cc1nnc(NC(=O)Nc2ccc(F)cc2)s1)NCc1ccccc1
8: CCCNC(=O)C(Cc1ccccc1F)NC(=O)c1ccc(C#N)cc1 (configuration not stated)

Assay by compound	1	2	3	4	5	6	7	8
HGIII-sPLA2 inh	9	-12	-7	7	-14	-38	-10	-3
PLCg1 inh	-2	0	-2	-1	-12	-410	-1	-2
hgDAF-12 ag	-1.5	0.3	0.8	-1.5	-7.5	-0.4	0.1	-1.4
DAX1 inh-1	.	0.1	-0.6	-0.9	-1.8	-1.1	.	0.4
ADAM10 inh	-9	-1	-2	4	-18	i	2	3
hcDAF-12 act	-1.1	-1.5	-1.3	1.4	-2.9	-0.6	-1.9	-0.4
PLC-beta3 inh	-3	-5	0	-25	-18	i	-6	0
ADAM17 inh	-4	-5	1	-3	4	-499	-1	-1
FXN GAA850 act	.	-1.2	0.0	-0.2	-1.7	1.3	-1.8	-0.4
DAX1 inh-2	-1.6	-0.9	1.4	0.4	-2.2	-0.9	0.0	0.7
ssDAF12 agonist	-0.9	-1.7	-1.3	-1.5	-2.1	-1.8	-1.4	-1.1

9: CCN(CC(=O)NC(=O)NCc1ccccc1)CC(=O)Nc1cc(Cl)ccc1C
10: O=C(NC1CCS(=O)(=O)C1)c1cccc(Br)c1 (configuration not stated)
11: COc1ccc(NC(=O)CCSc2nc(C)cs2)cc1
12: COc1ccc([C@H]2[C@H](C(C)=O)N3N=Cc4ccccc4C3C23C(=O)OC(C)(C)OC3=O)cc1 (some centres not stated)
13: CCc1cccc(C)c1NC(=O)CN1C(=O)NC(C)(CCC(C)C)C1=O (configuration not stated)
14: CCOc1ccc2[nH]c(=O)c(CN(CCCO)S(=O)(=O)c3ccc(F)cc3)cc2c1
15: O=C(Cc1ccc([N+](=O)[O-])cc1)Nc1cccc(C(=O)N2CCCC2)c1
16: Cc1cc(OCC(=O)NNC(=O)c2cnccn2)cc(C)c1Cl

Assay by compound	9	10	11	12	13	14	15	16
HGIII-sPLA2 inh	-15	5	8	15	4	-7	-7	-2
PLCg1 inh	1	-3	-2	-29	2	-31	0	2
hgDAF-12 ag	2.9	0.2	4.4	0.9	2.0	-0.3	-3.2	1.5
DAX1 inh-1	0.4	1.3	-0.9	4.0	1.0	-1.2	-0.4	-0.2
ADAM10 inh	-4	0	-10	-26	-21	-254	-5	0
hcDAF-12 act	-2.6	-0.1	-1.6	-0.7	0.8	-2.3	0.2	-0.8
PLC-beta3 inh	-4	-9	-142	-36	0	-47	1	-8
ADAM17 inh	1	-5	-1	-4	-3	-86	-1	3
FXN GAA850 act	0.5	-0.1	2.1	0.5	0.9	-0.2	-1.1	0.0
DAX1 inh-2	0.9	-1.0	0.4	0.7	-1.0	-0.3	-0.7	-2.4
ssDAF12 agonist	-1.4	-1.2	-0.5	-1.0	-0.8	-1.4	-1.3	0.0

17: COc1ccc(NC(=O)c2ccc3ncsc3c2)cc1
18: CCN(CC)C(=O)COc1ccc2oc(C)c(C(=O)OC(C)C)c2c1
19: O=C(O)CC1(CC(=O)Nc2ccc(F)cc2F)CCCCC1
20: Cn1nc(C(F)(F)F)c(-c2cccc(C(F)(F)F)c2)c1NC(=O)c1nccnc1C(=O)O
21: Cc1cccc(NC(=O)C2c3ccccc3Oc3ccccc32)n1
22: CC(=O)c1nn(-c2cccc(Br)c2)cc1C(=O)c1cccc2ccccc12
23: CCC(C(=O)Nc1ccccc1C(=O)N1CCCC1)N1C(=O)c2ccccc2C1=O (configuration not stated)
24: Cc1ccc2nc(Nc3nc(CSc4nnnn4-c4ccccc4)cc(=O)[nH]3)nc(C)c2c1

Assay by compound	17	18	19	20	21	22	23	24
HGIII-sPLA2 inh	-1	-3	-2	-9	-4	5	5	2
PLCg1 inh	-2	-2	-3	-1	1	-3	7	3
hgDAF-12 ag	9.5	2.3	-3.0	-1.2	-3.8	-1.2	-1.9	-0.2
DAX1 inh-1	1.1	-1.9	.	.	-0.2	-1.4	0.8	0.1
ADAM10 inh	-4	-7	-1	1	8	-3	8	5
hcDAF-12 act	1.0	-3.2	-0.4	1.0	-2.6	-2.4	-0.2	0.3
PLC-beta3 inh	-4	-3	-8	-6	3	-2	2	-2
ADAM17 inh	-2	-4	0	0	4	1	-1	2
FXN GAA850 act	4.7	0.0	1.4	-0.5	-1.0	-2.0	0.6	-2.3
DAX1 inh-2	0.5	-1.0	-0.3	0.2	-0.8	1.0	-0.2	0.3
ssDAF12 agonist	1.3*	-2.1	-0.2	-0.9	-1.6	-1.9	-1.5	-1.1

25: CCCNC(=O)c1nc(C)n(-c2cc(Cl)ccc2Cl)n1
26: COc1cccc(/C=C/C(=O)OCC(=O)NC2CCCCCCC2)c1
27: COCCSc1ccccc1C(=O)NCC1CCCO1 (configuration not stated)
28: O=C1CC[C@@H](CN(Cc2ccccc2)Cc2cn[nH]c2-c2cc3ccccc3o2)N1
29: Cc1noc(C)c1-c1ccc(C(=O)NCc2ccncc2)c2occc12
30: COc1cc(C(C)=O)ccc1OCC(=O)Nc1cc(Cl)ccc1-n1cncn1
31: C=CCOn1c(=O)c(-c2ccc(C)cc2)[n+]([O-])c2ccccc21
32: COc1ccc(NC(=O)COc2nc(N(C)C)nc(N(C)C)n2)cc1

Assay by compound	25	26	27	28	29	30	31	32
HGIII-sPLA2 inh	0	-9	2	-27	-6	-2	6	1
PLCg1 inh	3	-80	-1	-2	-5	-6	-6	-1
hgDAF-12 ag	1.8	-1.1	2.5	-2.9	-1.8	-2.2	0.7	0.5
DAX1 inh-1	-0.2	0.2	0.7	0.7	.	-0.5	2.1	-0.5
ADAM10 inh	-3	-160	-9	4	-46	-5	-2	3
hcDAF-12 act	-1.4	-0.7	-0.4	-0.6	-0.9	0.4	-0.4	-2.0
PLC-beta3 inh	5	-106	2	-5	-7	-3	-10	3
ADAM17 inh	0	-41	-2	-3	-12	-2	-8	0
FXN GAA850 act	1.5	3.2	-3.7	-4.2	3.6	1.4	0.5	1.0
DAX1 inh-2	-0.1	-1.2	0.2	-0.5	-1.1	1.9	-0.1	1.3
ssDAF12 agonist	-1.2	-1.1	-0.7	-0.7	-1.3	-0.9	-0.2	-1.3

33: COCCCNC(=S)NNC(=O)c1ccc(S(=O)(=O)N2CCC(C)CC2)cc1
34: COc1ccccc1NC(=O)C(C)OC(=O)CCCN=C1NS(=O)(=O)c2ccccc21 (configuration not stated)
35: COc1ccc(CN(C)C(=O)c2cccc(S(=O)(=O)N3CCCc4ccccc43)c2)c(OC)c1OC
36: CN(C)C=NC(=O)/C(C#N)=C1\CCc2ccccc2N1
37: Cc1c(C(=O)N/N=C/c2cccc(O)c2)nnn1-c1nonc1N
38: O=C(CCCN1C(=O)c2ccccc2C1=O)Nc1c2c(nc3c1CCC3)CCC2
39: OC1CCN(C(c2ccc3ncccc3c2)c2nnnn2C2CCCCC2)CC1 (configuration not stated)
40: C=Cn1cc[n+](CC(=O)c2ccc(C)cc2)c1

Assay by compound	33	34	35	36	37	38	39	40
HGIII-sPLA2 inh	-3	8	-9	-6	1	15	-3	-7
PLCg1 inh	-8	1	-1	-11	0	6	2	-2
hgDAF-12 ag	-2.7	2.7	-3.3	2.3	0.6	1.2	-2.2	1.8
DAX1 inh-1	-0.6	1.9	-0.8	0.8	-0.7	0.1	-0.3	-0.7
ADAM10 inh	-6	1	-4	-2	-2	8	-8	-2
hcDAF-12 act	-0.8	-0.2	-2.9	-1.4	-0.3	-2.5	-0.8	-1.4
PLC-beta3 inh	-3	-5	-4	-13	-6	7	1	-1
ADAM17 inh	-6	0	2	-3	-1	-2	2	1
FXN GAA850 act	0.8	-1.9	-2.1	-0.8	1.6	0.7	7.8*	0.4
DAX1 inh-2	0.8	0.4	-2.4	0.4	0.7	-0.3	0.2	-0.5
ssDAF12 agonist	-0.9	-1.3	-1.5	-0.9	-0.8	-1.1	-1.9	0.1

Ordered by length of the SMILES (rising): some entries from above
17: COc1ccc(NC(=O)c2ccc3ncsc3c2)cc1
21: Cc1cccc(NC(=O)C2c3ccccc3Oc3ccccc32)n1
16: Cc1cc(OCC(=O)NNC(=O)c2cnccn2)cc(C)c1Cl
9: CCN(CC(=O)NC(=O)NCc1ccccc1)CC(=O)Nc1cc(Cl)ccc1C
33: COCCCNC(=S)NNC(=O)c1ccc(S(=O)(=O)N2CCC(C)CC2)cc1
34: COc1ccccc1NC(=O)C(C)OC(=O)CCCN=C1NS(=O)(=O)c2ccccc21 (configuration not stated)
20: Cn1nc(C(F)(F)F)c(-c2cccc(C(F)(F)F)c2)c1NC(=O)c1nccnc1C(=O)O

Assay by compound	17	21	16	9	33	34	20
HGIII-sPLA2 inh	-1	-4	-2	-15	-3	8	-9
PLCg1 inh	-2	1	2	1	-8	1	-1
hgDAF-12 ag	9.5	-3.8	1.5	2.9	-2.7	2.7	-1.2
DAX1 inh-1	1.1	-0.2	-0.2	0.4	-0.6	1.9	.
ADAM10 inh	-4	8	0	-4	-6	1	1
hcDAF-12 act	1.0	-2.6	-0.8	-2.6	-0.8	-0.2	1.0
PLC-beta3 inh	-4	3	-8	-4	-3	-5	-6
ADAM17 inh	-2	4	3	1	-6	0	0
FXN GAA850 act	4.7	-1.0	0.0	0.5	0.8	-1.9	-0.5
DAX1 inh-2	0.5	-0.8	-2.4	0.9	0.8	0.4	0.2
ssDAF12 agonist	1.3*	-1.6	0.0	-1.4	-0.9	-1.3	-0.9

(list continues)
41: Cc1cc2nc3n(c2cc1C)CC1CC(C(=O)NCc2cccc(Br)c2)N(C)C31 (configuration not stated)
42: CCSc1nnc(NC(=O)C2CCCN(S(=O)(=O)c3cnc[nH]3)C2)s1 (configuration not stated)
43: CCC(=O)c1ccc(OCC(=O)OC(C)C(=O)N2CCc3ccccc32)cc1 (configuration not stated)
44: O=C(NCCc1ccc(F)cc1)C(=O)NCC1CCCN1S(=O)(=O)c1cccs1 (configuration not stated)
45: CCNC(=S)NNC(=S)NCc1ccccc1

Assay by compound	41	42	43	44	45
HGIII-sPLA2 inh	-1	-8	8	1	21*
PLCg1 inh	0	-2	-2	1	2
hgDAF-12 ag	-0.8	-1.5	-1.2	-0.6	1.6
DAX1 inh-1	1.0	13*	0.7	-0.6	0.6
ADAM10 inh	-4	-12	-8	-3	-7
hcDAF-12 act	0.0	-1.0	-1.4	-3.3	-1.4
PLC-beta3 inh	3	1	1	-7	3
ADAM17 inh	-2	0	-4	-3	-1
FXN GAA850 act	0.5	0.4	-0.2	-2.1	1.7
DAX1 inh-2	0.4	0.9	0.7	-1.1	-0.1
ssDAF12 agonist	-0.7	-1.1	-1.2	-1.5	-1.7
